Tau fluor counter: counter-screen for tau fibril formation inhibitors | 280,000 compounds, 0.93% hits | tau K18 P301L Alexa594 fluorescence, heparin fibrillization | Potency, µM (doses to about 57.7 µM), without a hit: top-dose activity change, negative = decrease; note: % is set by controls: 0 for no effect and ±100 for the full control effect; nearly all actives have a fitted effect of over 55% in size
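Human tau K18 P301L (15 uM unlabeled, 0.24 uM Alexa 594-labeled) in 100 mM sodium acetate pH 7 with 20 uM heparin, 6 hr at 37 C. ThT 30 uM added, 1 hr ambient; Alexa 594 FP and total fluorescence read at 555/632 nm.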
Tau fibril ThT: blocks human tau fibril formation measured by thioflavin T; P10636; recombinant tau K18 P301L, heparin-induced fibrillization, ThT fluorescence; Potency, µM (doses to about 57.4 µM), without a hit: at the top dose activity, negative = inhibition, most hits filed as inhibitors; 270,000 compounds, 2.1% hits; AID 1460; note: % is set by controls: 0 for no effect and ±100 for the full control effect; nearly all actives have a fitted effect of over 55% in size
Target sequence (P10636 561-689 P618L limits assumed): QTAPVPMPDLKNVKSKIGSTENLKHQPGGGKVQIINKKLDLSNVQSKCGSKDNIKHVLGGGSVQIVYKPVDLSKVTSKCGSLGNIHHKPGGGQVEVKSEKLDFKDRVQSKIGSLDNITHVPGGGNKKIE
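Fibril formation assay: tau K18 P301L at 15 uM with trace Alexa 594 label, heparin inducer 20 uM, pH 7 sodium acetate buffer, 37 C for 6 hr; endpoint ThT signal.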
HTT ATP protect: Huntington cell model cytoprotection by ATP luminescence; PC12 HTT-Q103 induced, cytoprotection, ATP luminescence, 40 h; Potency, µM (series often up to 56.4 µM), for inactives: cytoprotection (ATP increase), most hits filed as activators; 230,000 compounds, 0.14% hits;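 note: % of control where 0% means no effect; nearly all actives have a fitted effect of over 45% in size; toxic huntingtin expression switched on by the ecdysone agonist tebufenozide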
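Readout: ATPlite luminescence (ATP level). Model: stable PC12, inducible Htt exon1 Q103-GFP. Inducer: tebufenozide, 100 nM final. Compounds: dose series. No G418 in medium.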
GAA glycogen mod: alters human alpha-glucosidase cleavage of glycogen; recombinant GAA, glycogen substrate, Amplex Red glucose oxidase fluorescence; P10253; 300,000 compounds, 0.38% hits; Potency, µM (titrated, usually from 76.4 µM), inactives show at the highest dose activity change, negative = inhibition, hits mostly inhibitors;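 note: 0% = full enzyme reaction and -100% = no-enzyme basal signal; the screen sought inhibitors and activators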
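Recombinant human alpha-glucosidase (4 nM final) hydrolysed bovine liver glycogen (30 ug) for 40 min at 37 C in pH 5.0 citrate/phosphate with 0.01% Tween-20. Released glucose detected by glucose oxidase/Amplex Red, Ex 573/Em 610 nm. Compounds up to 77 uM; AC50 from Hill fits.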
GAA inh: inhibitors of human lysosomal alpha-glucosidase; AID 1466; purified human GAA, 4-MU-alpha-glucoside fluorescence; 200,000 compounds, 0.005% hits; Potency, µM (series often up to 76.9 µM), inactives show at the top dose activity change, negative = inhibition, most hits filed as inhibitors; P10253;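 note: plate controls were uninhibited enzyme wells for no effect and no-enzyme background for full effect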
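Activity normalized between no-enzyme (basal) and enzyme-only wells. Conditions: 4 nM human enzyme, 400 uM fluorogenic substrate, citrate/phosphate pH 5.0 with Tween-20, 20 min room temperature, compounds up to 77 uM.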
Tau FP inhib: blocks human tau fibril formation measured by polarization. P10636. K18 P301L tau heparin fibrillization, Alexa594 FP, 6 h. Potency, µM (series often up to 57.7 µM), for inactives: top-dose activity, negative = inhibition, hits mostly inhibitors. 280,000 compounds, 0.39% hits; note: % is set by controls: 0 for no effect and ±100 for the full control effect; nearly all actives have a fitted effect of over 55% in size
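Quantitative HTS format: compounds meet 15 uM recombinant K18 P301L tau and Alexa 594-tau tracer in 100 mM sodium acetate pH 7; 20 uM heparin triggers fibrillization at 37 C over 6 hr; FP gives the signal.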
GLA spleen mod: inhibitors or activators of human alpha-galactosidase in spleen homogenate; P06280; human spleen homogenate, 4MU-alpha-Gal fluorescence, 40 min; Potency, µM (series often up to 80 µM), for inactives: at the top dose activity change, negative = inhibition, hits mostly inhibitors; 240,000 compounds, 0.008% hits;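 note: 0% = enzyme with vehicle and -100% = no enzyme basal signal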
Target sequence (P06280 32-429 limits assumed): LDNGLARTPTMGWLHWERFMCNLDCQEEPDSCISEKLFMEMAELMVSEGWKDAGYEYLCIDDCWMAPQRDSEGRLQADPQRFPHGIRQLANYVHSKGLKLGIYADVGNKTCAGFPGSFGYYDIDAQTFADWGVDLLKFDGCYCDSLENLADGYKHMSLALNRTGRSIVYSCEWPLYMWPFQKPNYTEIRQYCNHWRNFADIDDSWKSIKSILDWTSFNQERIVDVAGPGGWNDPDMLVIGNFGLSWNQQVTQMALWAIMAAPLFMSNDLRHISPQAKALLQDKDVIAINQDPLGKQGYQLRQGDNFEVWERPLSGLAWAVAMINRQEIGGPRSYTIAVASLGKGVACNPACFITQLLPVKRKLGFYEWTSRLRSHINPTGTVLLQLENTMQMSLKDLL
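Human spleen homogenate (1 ug) was the enzyme source, with 4-methylumbelliferyl-alpha-D-galactopyranoside (1 mM final) in pH 5.0 citrate buffer with 0.01% Tween-20. Compounds were titrated; after 40 min at 37C, NaOH/glycine stop, 4-MU fluorescence read; AC50 from Hill fits.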
aGlu spleen mod: inhibitors or activators of human alpha-glucosidase in spleen homogenate. 240,000 compounds, 0.006% hits. P10253. Potency, µM (series often up to 79.9 µM), inactives show at the top dose activity change, negative = inhibition, usual class: inhibitors. AID 2112. human spleen homogenate, 4-MU-alpha-glucoside fluorescence;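 note: 0% = enzyme with vehicle and -100% = no enzyme basal signal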
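Compounds were titrated against alpha-glucosidase in spleen homogenate at pH 5.0, with 1 mM 4-methylumbelliferyl substrate for 40 min at 37 C. Reactions were quenched with pH 10 NaOH/glycine and fluorescence measured.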
Active calls of the source: *; ? = inconclusive; · = no result given; [ ] = dose if it differs, or a comment. Calls come from the whole dose curve; as a rule, active = well fitted curve in the direction sought with a large enough effect; inconclusive = small, poorly fitted or top-dose-only effect, or another doubt; inactive = no such curve, though single readings can be large; an effect the other way counts as inactive or inconclusive. Potency is the fitted concentration of half-maximal effect.

SMILES	Tau fluor counter	Tau fibril ThT	HTT ATP protect	GAA glycogen mod	GAA inh	Tau FP inhib	GLA spleen mod	aGlu spleen mod
Cc1nc(C)c(C(=O)Nc2ccc(Oc3ccccc3)cc2)o1	·	·	5%[10 µM]	0%	-11%	·	-1%	-12%
CN(C)c1ccnc2sc(C(=O)c3ccccc3)c(N)c12	-20%	-19%	3%[10 µM]	-12%	-11%	3%	4%	-14%
CCn1c(CSCc2ccc(C)cc2)nnc1SCC(=O)N1CCN(c2ccccc2)CC1	-10%	?	3%	3%	-2%	12%	-1%	-19%
Cn1c(C(=O)N2CCCc3ccccc32)cc2sccc21	-1%	6%	0%	-5%	-4%	6%	1%	2%
CN(c1ccccc1)S(=O)(=O)c1cccc(NC(=O)c2cc3ccccc3oc2=O)c1	-11%	-14%	-3%[10 µM]	1%	·	5%	-1%	3%
S=c1[nH]nc2c3c4c(sc3ncn12)CCCC4	-10%	-12%	-10%	-30%	-5%	3%	1%	0%
O=C(Cn1cnc2ccccc21)NC(c1ccccc1)c1ccccc1	-12%	-15%	-7%	0%	12%	-6%	-1%	-9%
COc1cccc(C(=O)NNC(=O)C(=O)N2CCCCC2)c1	8%	3%	·	4%	10%	2%	-7%	6%
N#Cc1nc(COc2ccc(Br)cc2)oc1NCCN1CCOCC1	-8%	-15%	-15%	-15%	8%	3%	?	4%
CCCCOC(=O)Cn1c(=N)n(CCN(CC)CC)c2ccccc21	-2%	-6%	2%	3%	-2%	1%	6%	3%
CCn1c(SCC(=O)N/N=C(\C)c2ccncc2)nnc1-c1ccccc1	11%	16%	-4%[10 µM]	-2%	-6%	-6%	7%	-2%
Cc1ccc(NCCC(=O)c2cccs2)cc1	-15%	-16%	·	10%	4%	10%	-6%	-6%
COc1cc(NC(=O)COC(=O)/C=C/c2c(C)nn(C3CCS(=O)(=O)C3)c2Cl)cc(OC)c1OC (configuration not stated)	-10%	-6%	-2%	2%	-3%	-7%	-15%	-17%
N#CC1=C(N)OC2=C(CCC/C2=C/c2ccoc2)C1c1ccoc1 (configuration not stated)	-21%	28µM*	-3%[10 µM]	3%	-13%	?	6%	-1%
Cc1cc(C(=O)Nc2sc(C)c(-c3ccc(F)cc3)c2C(N)=O)no1	-1%	7%	-32%	6%	-13%	-22%	-24%	-8%
CCOc1cccc(C(=O)NCc2ccccc2)c1	-5%	2%	-15%	7%	8%	-2%	-3%	1%
CN1C(=O)S/C(=C/c2ccccc2OCc2ccc(C(=O)O)cc2)C1=O	11%	13%	-2%[10 µM]	13%	3%	6%	8%	2%
CCc1c(C(=O)Nc2ccncc2)csc1C	-2%	-6%	-4%[1.9 µM]	0%	-2%	1%	0%	-3%
CC(C)(C)Cc1nnc(NS(=O)(=O)c2ccc(F)cc2)s1	-3%	-11%	-12%	-3%	-15%	1%	-3%	-3%
O=C(COn1nnc2ccc(C(F)(F)F)cc21)Nc1nnc(-c2ccccc2)o1	-1%	-15%	-6%[10 µM]	3%	2%	3%	5%	2%
O=C(O)c1ccc(/C=N/Nc2nc(N3CCCCC3)nc(N3CCCCC3)n2)cc1	?	·	-5%[10 µM]	-7%	·	-8%	1%	-3%
Cc1[nH]c2ccccc2c1C(=O)CN1CCC(C)CC1	-10%	-8%	-28%	8%	-7%	-5%	-2%	-5%
COC[C@@H](O)[C@@H](OC)[C@H](OC)[C@H](Cc1c(OC)cc(OC)cc1OC)OC	-2%	-5%	21%	·	·	4%	-6%	-2%
CC1CCc2cc(F)cc3c(O)c(C(=O)NCc4ccco4)c(=O)n1c23 (configuration not stated)	-27%	-17%	-12%	-4%	-1%	-4%	0%	-5%
Cc1ccc(OCC(=O)Nc2ccc3c(c2)OCO3)c([N+](=O)[O-])n1	-3%	-11%	·	-1%	8%	6%	-4%	2%
COc1ccccc1C(=O)N(CN1CCCC1=O)c1cccc(Cl)c1	0%	0%	-7%[0.074 µM]	-1%	-14%	6%	-12%	-3%
Cc1c(C(=O)OC(C)C)[nH]c2c1C(=O)CC(C)(C)C2	3%	-4%	20%[10 µM]	-4%	-9%	0%	-2%	-4%
COC(=O)c1c(NC(=O)CSc2nnnn2-c2ccccc2)sc2c1CCC(C(C)(C)C)C2 (configuration not stated)	-8%	-2%	-12%	-5%	-10%	-6%	0%	1%
Cc1cc(C[n+]2cc(Cl)ccc2N)c2ncccc2c1	6%	·	12%[10 µM]	1%	·	-4%	4%	-1%
Cc1cccc(OC(=O)CCN2C(=O)C3C4C=CC(C5CC45)C3C2=O)c1C (configuration not stated)	-10%	-5%	·	-5%	-3%	2%	-2%	9%

4 compounds from above, limited to HTT ATP protect and GAA glycogen mod:
Compound,HTT ATP protect,GAA glycogen mod
COC[C@@H](O)[C@@H](OC)[C@H](OC)[C@H](Cc1c(OC)cc(OC)cc1OC)OC,21%,·
CC1CCc2cc(F)cc3c(O)c(C(=O)NCc4ccco4)c(=O)n1c23 (configuration not stated),-12%,-4%
Cc1ccc(OCC(=O)Nc2ccc3c(c2)OCO3)c([N+](=O)[O-])n1,·,-1%
COc1ccccc1C(=O)N(CN1CCCC1=O)c1cccc(Cl)c1,-7%[0.074 µM],-1%

Next part
SMILES	Tau fluor counter	Tau fibril ThT	HTT ATP protect	GAA glycogen mod	GAA inh	Tau FP inhib	GLA spleen mod	aGlu spleen mod
COc1ccc(N2CC(C(=O)NCCC3=CCCCC3)CC2=O)cc1 (configuration not stated)	-5%	-2%	1%[10 µM]	0%	-7%	-2%	-4%	4%
COc1ccc(OCC(=O)N/N=C2\CCCc3ccccc32)cc1	-11%	?	-7%[10 µM]	-3%	3%	0%	3%	7%
O=C1C=C(Nc2ccccc2C(=O)O)c2ccccc2C1=O	?	·	-1%[10 µM]	-4%	·	?	0%	-11%
CS(=O)(=O)N1N=C(c2ccco2)CC1c1ccc(Br)cc1 (configuration not stated)	2%	1%	27%[10 µM]	-2%	4%	8%	-2%	2%
Cc1cccc2cc(C#N)c(SCC(=O)N3CCC(C)CC3)nc12	-9%	?	-6%[10 µM]	1%	-13%	-15%	18%	6%
C=CCN(c1ccc(C(=O)Nc2ccc(NC(C)=O)cc2)cc1)S(C)(=O)=O	-14%	-4%	-18%	5%	3%	2%	-14%	-7%
CC(C)CSc1nc2c(c(=O)[nH]c(=O)n2C)n1CC(O)COc1cccc2ccccc12 (configuration not stated)	-5%	?	-12%[10 µM]	4%	-4%	?	8%	-9%
Cc1cc(C(=O)NNS(=O)(=O)c2ccc(C(C)(C)C)cc2)nn1C(C)(C)C	-8%	-10%	3%[10 µM]	-6%	·	5%	-13%	-12%
O=C1C(Nc2ccccc2)=C(N2CCCCC2)C(=O)c2ccccc21	-26%	18µM*	-71%[inhibitor]	-16%	6%	?	-6%	0%
COc1cnc(-c2ccccn2)[nH]c1=O	-2%	-12%	-87%[inhibitor]	-7%	-4%	-7%	-10%	-5%
O=C(c1cnc2ccccn2c1=O)N1CCc2ccccc21	-2%	-6%	5%	2%	0%	-4%	4%	-4%
CCOC(=O)C1(CCc2ccccc2)CCN(Cc2c(O)cccc2OC)CC1	-19%	-11%	-10%[10 µM]	-2%	1%	2%	-1%	-1%
COC(=O)c1cccc(Oc2cccc(Cl)n2)c1	-9%	-7%	-20%	1%	-6%	-2%	9%	·
CC(=O)OC1CC2C(C)(C)C(O)CC(O)[C@@]2(C)C2CC[C@@]3(C)C(=CC(=O)OC3c3ccoc3)[C@]12C (some centres not stated)	-2%	6%	-45%[inhibitor]	·	·	3%	23%	8%
Cn1c(=O)n(C)c2cc(/C=N/NC(=O)c3ccncc3)ccc21	-1%	4%	-25%	-19%	1%	1%	0%	-3%

Marked active in Tau fibril ThT (from the list above):
molecule | Tau fibril ThT | GAA glycogen mod | Tau FP inhib | GLA spleen mod | aGlu spleen mod
N#CC1=C(N)OC2=C(CCC/C2=C/c2ccoc2)C1c1ccoc1 (configuration not stated) | 28µM* | 3% | ? | 6% | -1%
O=C1C(Nc2ccccc2)=C(N2CCCCC2)C(=O)c2ccccc21 | 18µM* | -16% | ? | -6% | 0%

The results go on:
SMILES	Tau fluor counter	Tau fibril ThT	HTT ATP protect	GAA glycogen mod	GAA inh	Tau FP inhib	GLA spleen mod	aGlu spleen mod
N#Cc1ccccc1CSc1nnc(Cc2ccccc2)o1	-11%	-6%	-22%[1.9 µM]	14%	7%	-2%	-6%	-7%
O=C(NNC(=O)c1ccc(SCC2CCCO2)c([N+](=O)[O-])c1)c1ccc(F)cc1 (configuration not stated)	-9%	-14%	-7%	6%	2%	2%	1%	-1%
O=C(CCn1c(=O)c2ccccc2n(Cc2cccc(F)c2)c1=O)NCc1ccc2c(c1)OCO2	2%	7%	·	11%[76.3 µM]	·	-15%	·	·
CCOc1cccc(OCCOCCN2CCCC2)c1	10%	-4%	10%	1%	-3%	7%	6%	-5%

One compound at a time (already shown). Screens in order: Tau fluor counter	Tau fibril ThT	HTT ATP protect	GAA glycogen mod	GAA inh	Tau FP inhib	GLA spleen mod	aGlu spleen mod
CCOc1cccc(OCCOCCN2CCCC2)c1 is listed as 10%	-4%	10%	1%	-3%	7%	6%	-5%
Cc1cc(C(=O)Nc2sc(C)c(-c3ccc(F)cc3)c2C(N)=O)no1 is listed as -1%	7%	-32%	6%	-13%	-22%	-24%	-8%
COc1ccc(OCC(=O)N/N=C2\CCCc3ccccc32)cc1 is listed as -11%	?	-7%[10 µM]	-3%	3%	0%	3%	7%
Cc1[nH]c2ccccc2c1C(=O)CN1CCC(C)CC1 is listed as -10%	-8%	-28%	8%	-7%	-5%	-2%	-5%
Cc1cc(C[n+]2cc(Cl)ccc2N)c2ncccc2c1 is listed as 6%	·	12%[10 µM]	1%	·	-4%	4%	-1%

Screens as filed in PubChem.
